Assay outcomes (PubChem)
TRPC4 act: activators of mouse TRPC4 channel, primary screen, Fluo4 calcium, HEK293 TRPC4beta/mu-opioid cells; Short transient receptor potential channel 4 (Mus musculus), Q9QUQ5; Fluo4 calcium fluorescence; hits give high values; B-score at 10 µM; 0.49% of 310,000 active;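 active = B-score above 5 SD of library B-scores, and initial fluorescence ratio not above library mean plus 5 SD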;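 note: positive B-score marks a calcium rise read as TRPC4 activation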
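System: HEK293 cells stably co-expressing mouse TRPC4beta and mu-opioid receptor; Schedule: Fluo4 dye loading 45 min at room temperature, 110 s recording; Detection: Fluo4 fluorescence, kinetic; Evaluation: B-scored integrated calcium fluorescence ratio; Controls: buffer (low) and maximal DAMGO (high).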
RGS4 block: RGS4 inhibitors, primary screen, cell-based, HEK293 M3R inducible RGS4, calcium flux; Fluo-4 calcium flux; hits give high values; triggered by carbachol at its EC20; B-score at 10 µM; 0.45% of 310,000 active; AID 463165, 2010;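 active = B-score, a plate-corrected calcium signal, over three deviations above library mean, with baseline fluorescence within five deviations of library mean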;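 note: RGS4 expression induced by doxycycline in cells with stable M3 receptor; B-score is computed from the integrated fluorescence ratio over baseline after carbachol; higher B-score means a larger calcium signal and so more RGS4 inhibition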
TRPC6 inhibitor: mouse TRPC6 channel inhibitors, primary screen, cell-based, HEK293, membrane potential dye; AID 2553, 2010; Short transient receptor potential channel 6 (Mus musculus), Q61143; ACh-evoked depolarization; hits give low values; 1.1% of 310,000 active; B-score at 10 µM;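 active = B-score under library mean minus 3 SD, initial fluorescence not abnormally high, positive integrated signal ratio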;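 note: B-score derived from integrated fluorescence ratio over the kinetic read; more negative B-score means stronger inhibition of depolarization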
Target sequence (Q61143 whole entry, looked up): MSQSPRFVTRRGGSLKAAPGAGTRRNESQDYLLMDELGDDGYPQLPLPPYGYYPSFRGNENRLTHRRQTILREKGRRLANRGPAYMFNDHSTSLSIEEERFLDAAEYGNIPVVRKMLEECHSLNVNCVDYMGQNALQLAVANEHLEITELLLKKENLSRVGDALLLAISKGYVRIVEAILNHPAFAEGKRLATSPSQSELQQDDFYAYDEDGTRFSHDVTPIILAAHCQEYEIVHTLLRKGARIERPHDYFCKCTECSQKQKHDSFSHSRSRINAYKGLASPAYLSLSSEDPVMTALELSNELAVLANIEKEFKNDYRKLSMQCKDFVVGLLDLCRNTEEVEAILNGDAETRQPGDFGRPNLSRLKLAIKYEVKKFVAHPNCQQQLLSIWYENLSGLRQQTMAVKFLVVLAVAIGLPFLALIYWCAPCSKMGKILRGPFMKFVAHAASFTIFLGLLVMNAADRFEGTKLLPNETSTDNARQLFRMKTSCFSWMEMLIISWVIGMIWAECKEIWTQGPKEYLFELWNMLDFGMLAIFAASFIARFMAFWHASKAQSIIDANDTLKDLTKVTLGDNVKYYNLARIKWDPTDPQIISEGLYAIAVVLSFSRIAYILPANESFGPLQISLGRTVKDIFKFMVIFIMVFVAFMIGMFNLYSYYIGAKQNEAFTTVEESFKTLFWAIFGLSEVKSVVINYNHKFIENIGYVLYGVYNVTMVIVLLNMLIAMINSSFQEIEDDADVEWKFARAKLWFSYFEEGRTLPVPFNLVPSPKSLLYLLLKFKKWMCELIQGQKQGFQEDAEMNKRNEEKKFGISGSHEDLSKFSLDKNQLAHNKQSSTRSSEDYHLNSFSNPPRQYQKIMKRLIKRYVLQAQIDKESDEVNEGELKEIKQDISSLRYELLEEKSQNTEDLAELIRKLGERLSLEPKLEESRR
TRPC4 potent: positive allosteric modulators of TRPC4, primary screen, cell-based, mouse TRPC4beta, HEK293 mu-opioid, Fluo-4 calcium | DAMGO EC20, Fluo-4 Ca2+ flux; hits give high values | B-score at 10 µM | 0.42% of 310,000 active | AID 2227, 2009;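 active = B-score of calcium response area above 5 SD of library B-scores, with initial fluorescence ratio within 5 SD of library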;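 note: B-score of integrated fluorescence ratio over time as area under calcium response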
ANO1 block: TMEM16A chloride channel inhibitors, primary screen, cell-based, HTS; Anoctamin-1 (Mus musculus), Q8BHY3; HEK293 TMEM16A/YFP iodide influx fluorescence, ionomycin; normalized B-score (activity score, 25-100; higher = stronger inhibition) at 10 µM; 1.2% of 310,000 active; AID 588511, 2011;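 active = ratio plate-corrected score three or more library SD toward inhibition, starting fluorescence score within five deviations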;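 note: score derived from kinetic fluorescence span divided by baseline fluorescence per well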
TRPC6 act: mouse TRPC6 channel activators, primary screen, cell-based, HEK293, membrane potential dye. Short transient receptor potential channel 6 (Mus musculus), Q61143. HEK293-TRPC6 membrane potential dye fluorescence; hits give high values. B-score at 10 µM. 0.13% of 310,000 active;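 active = B-score of the integrated fluorescence ratio above library mean plus 3 SD, and starting fluorescence ratio within library mean plus 5 SD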;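 note: higher score means more depolarization so channel activation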
MrgX1 antag: antagonists of human MrgX1 receptor, primary screen, HEK293 cells, Fluo-4 calcium flux; Mas-related G-protein coupled receptor member X1 (Homo sapiens), Q96LB2; BAM8-22 antagonism; hits give low values; B-score at 10 µM; 1.3% of 310,000 active;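 active = calcium-response B-score plate-corrected more than 3 library SD below zero, starting fluorescence within 5 deviations, no agonist response on first addition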;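 note: peak minus trough fluorescence over baseline after final BAM8-22 challenge near maximal dose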
TRPC4 inh: inhibitors of mouse TRPC4 channel, primary screen, Fluo4 calcium, HEK293 TRPC4beta/mu-opioid cells; Short transient receptor potential channel 4 (Mus musculus), Q9QUQ5; AID 2247, 2010; B-score at 10 µM; 0.39% of 300,000 active; DAMGO-evoked Fluo4 calcium flux; hits give low values;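 active = B-score over 3 SD under the library average, no early fluorescence shift, positive overall ratio signal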
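System: stable TRPC4beta/mu-opioid receptor HEK293 cells; Dosing: single-point compound dosing; Measured by: Fluo4 Ca2+ flux fluorescence; Read-out basis: per-well B score of integrated baseline-normalized Fluo4 ratio.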
ANO1 activ: TMEM16A chloride channel activators or potentiators, primary screen, cell-based, HTS | Anoctamin-1 (Mus musculus), Q8BHY3 | HEK293 TMEM16A/YFP-H148Q/I152L, iodide quench fluorescence; hits give low values | B-score at 10 µM | 0.3% of 340,000 active;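 active = fluorescence-ratio B-score plate-corrected deviation score at least 3 library SD below zero, with starting fluorescence score within 5 deviations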;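 note: channel opened by trigger with iodide after compound preincubation; score built on the fluorescence ratio of max minus min over baseline; more negative score means more quench and so TMEM16A activation or potentiation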
MrgX1 allo act: positive allosteric modulators of MrgX1, primary screen, HEK293 cells, Fluo-4 calcium flux; Mas-related G-protein coupled receptor member X1 (Homo sapiens), Q96LB2; FDSS; hits give high values; B-score at 10 µM; 0.63% of 310,000 active;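 active = plate-corrected calcium response at least 3 library SD above typical, normal starting fluorescence, not activating the receptor alone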;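 note: compound read alongside a low EC10 to EC30 dose of BAM8-22 agonist; peak minus trough fluorescence over baseline measured at the second addition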
MrgX1 agonist: agonists of human MrgX1 receptor, primary screen, HEK293 cells, Fluo-4 calcium flux. Fluo-4 calcium fluorescence, agonist mode; hits give high values. B-score at 10 µM. 0.44% of 310,000 active. AID 588627, 2011;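 active = calcium response B-score plate-corrected fluorescence ratio at least 3 library SD, with starting fluorescence B-score inside 5 SD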
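Material: MrgX1-expressing HEK293 cells; input: 15,000 cells per well; doses: test compound given as first of three sequential additions; schedule: overnight plating before 1 h dye loading; technique: Fluo-4 NW calcium-flux fluorescence, kinetic read; evaluation: baseline-normalised fluorescence change ratio, B-scored; control set: plate-wise positive and negative controls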
* = called active by the depositor; i = inactive; . = no result given.

SMILES | TRPC4 act | RGS4 block | TRPC6 inhibitor | TRPC4 potent | ANO1 block | TRPC6 act | MrgX1 antag | TRPC4 inh | ANO1 activ | MrgX1 allo act | MrgX1 agonist
Cn1c(=O)n(CCCO)c(=O)c2c1nc1n2CCCN1Cc1ccccc1 | i | i | i | i | i | i | i | -6* | i | i | i
CC(/C=C/c1ccco1)=N/NC(=O)OC(C)(C)C | i | i | i | i | i | i | i | i | i | i | i
Cc1ccnc(NS(=O)(=O)c2ccc(NS(=O)(=O)c3ccccc3)cc2)n1 | i | i | i | i | i | i | i | i | i | i | i
C=CCNC(=O)c1nc2ccccc2s1 | i | i | i | i | i | i | i | i | i | i | i
Cc1ccc(CNC(=O)c2cc(-c3ccccc3)nn2CC2CC(c3cccnc3)=NO2)cc1 (configuration not stated) | i | i | i | i | i | i | i | i | i | i | i
COc1cc(SC)ccc1C(=O)OCC(=O)NC1CCCCC1 | i | i | i | i | i | i | i | i | i | i | i
CCOc1cc(/C=N/NC(=O)COc2nc(C)cc(COC)c2C#N)ccc1O | i | i | i | i | i | i | i | i | i | i | i
CCOc1ccccc1NC(=O)NC1(C(=O)NCc2cccnc2)CCCCC1 | i | i | i | i | i | i | i | i | i | i | i
CCC1NC(=S)N(C2CCCCC2)C1=O (configuration not stated) | i | i | i | i | i | i | i | i | i | i | i
Cc1cc(C(=O)Nc2c[nH]c(=O)[nH]c2=O)ccc1[N+](=O)[O-] | i | i | i | i | i | i | i | i | i | i | i
O=C(Nc1ccccc1)/C(=C\c1ccncc1)NC(=O)c1ccccc1 | i | i | i | i | i | i | i | i | i | i | i
O=C(O)c1ccc2c(=O)n(-c3ccccc3F)c(=S)[nH]c2c1 | i | i | i | i | i | i | i | i | i | i | i
CCOC(=O)N1CCN(C(=O)c2cccn3c(=O)c4cc(Cl)ccc4nc23)CC1 | i | i | i | i | i | i | i | i | i | i | i
O=c1cc(O)c2c(=O)n(-c3ccccc3)c3c(c2o1)CCCCCC3 | i | i | i | i | i | i | i | i | i | i | i
COc1ccc(-c2cc(C(=O)N3CCN(c4ccccc4OC)CC3)no2)cc1OC | i | i | i | i | i | i | i | i | i | i | i

Next part; it opens with the 2 that closed the last part.
SMILES | TRPC4 act | RGS4 block | TRPC6 inhibitor | TRPC4 potent | ANO1 block | TRPC6 act | MrgX1 antag | TRPC4 inh | ANO1 activ | MrgX1 allo act | MrgX1 agonist
O=c1cc(O)c2c(=O)n(-c3ccccc3)c3c(c2o1)CCCCCC3 | i | i | i | i | i | i | i | i | i | i | i
COc1ccc(-c2cc(C(=O)N3CCN(c4ccccc4OC)CC3)no2)cc1OC | i | i | i | i | i | i | i | i | i | i | i
Cc1ccc(S(=O)(=O)N(C)Cc2cc3ccccc3[nH]c2=O)cc1 | i | i | i | i | i | i | i | i | i | i | i
O=C(NCc1ccc(Cl)cc1)C(=O)NCC(c1cccnc1)N1CCN(c2ccc(F)cc2)CC1 (configuration not stated) | i | i | i | i | i | i | -4.68* | i | i | i | i
COc1ccc(/C=C/C(=O)C(C)(C)C)cc1OC | i | i | i | i | i | i | i | i | i | i | i
Oc1ccc(/C=N/N=C/c2ccc(O)c(O)c2)cc1O | i | i | i | i | i | i | i | i | i | i | i
COc1cccc(NC(=O)C(NCCc2ccc(S(N)(=O)=O)cc2)c2ccccc2)c1 (configuration not stated) | i | i | i | i | i | i | i | i | i | i | i
O=C(O)/C=C\c1cccc(-n2nnnc2SCc2ccccc2F)c1 | i | i | i | i | i | i | i | i | i | i | i
NS(=O)(=O)c1ccc(NC(=O)CSc2ncnc3ccccc23)cc1 | i | i | i | i | i | i | i | i | i | i | i
Cc1ccc(S(=O)(=O)N[C@@H](Cc2ccccc2)C(=O)N2CCC[C@@H]2C(=O)O)cc1 | i | i | i | i | i | i | i | i | i | i | i
CC1CCN(C(=O)CSc2nnc(-c3cc4ccccc4cc3O)n2Cc2ccco2)CC1 | i | i | i | i | i | i | i | i | i | i | i
CSCCC(NC(=O)OCc1ccccc1)C(=O)NCc1cccnc1 (configuration not stated) | i | i | i | i | i | i | i | i | i | i | i
Nc1nc(-c2ccccc2)c(N=Nc2cccnc2)s1 | i | i | i | i | i | i | i | i | i | i | i
Cc1ccc(S(=O)(=O)N(C)c2ccc(N)cc2)cc1 | i | i | i | i | i | i | i | i | i | i | i
COc1ccc(NC(=O)NC(C)C2CC3CCC2C3)cc1 (configuration not stated) | i | i | i | i | i | i | i | i | i | i | i
CC1(c2cnc(Nc3ccccc3)s2)CCC(=O)O1 (configuration not stated) | i | i | i | i | i | i | i | i | i | i | i
CC(C)CCNC(=O)CN(Cc1ccccc1Cl)C(=O)CCC(=O)Nc1ccccn1 | i | i | i | i | i | i | i | i | i | i | i
Cc1ccc(OCC(=O)Nc2ccccc2C(=O)N2CCCCC2)cc1 | i | i | i | i | i | i | i | i | i | i | i
CCc1ccc2oc(C(=O)Nc3cccnc3)c(C)c2c1 | i | i | i | i | i | i | i | i | i | i | i
CN(Cc1cccc(C(F)(F)F)c1)Cc1nc(-c2cnccn2)no1 | i | i | i | i | i | i | i | i | i | i | i
O=C(O)CSc1nnc2c(n1)[nH]c1ccccc12 | i | i | i | i | i | i | i | i | i | i | i
CCN(CC)c1ccc(NC(=O)C2CCCN(S(=O)(=O)c3cccnc3)C2)c(C)c1 (configuration not stated) | i | i | i | i | i | i | i | i | i | i | i
COc1ccc(/C=C/c2cc(C(F)(F)F)on2)cc1 | i | i | i | i | i | i | i | i | i | i | i
O=C(CSc1ccccc1)N1CCN(C(=O)c2ccco2)CC1 | i | i | i | i | i | i | i | i | i | i | i
O=c1cc(O)sc2ccccc12 | i | i | i | i | i | i | i | i | i | i | i
C/C(=N\NC(=O)CCCCCNC(=O)c1ccccc1)c1ccccc1O | i | i | i | i | i | i | i | i | i | i | i
CCOC(=O)N1CCN(C(=O)CCCn2nc(C)c3sc4ccccc4c3c2=O)CC1 | i | i | i | i | i | i | i | i | i | i | i
O=S(=O)(Nc1ccc(S(=O)(=O)Nc2ccccc2)cc1)c1ccccc1 | i | i | i | 11* | i | i | i | i | i | i | i
O=C(CSc1nc2ccccc2o1)N1c2ccccc2Sc2ccc(Cl)cc21 | i | i | i | i | i | i | i | i | i | i | i
Cc1ccc2c(C)c(C(=O)NCCN3CCCC(O)C3)oc2c1C (configuration not stated) | i | i | i | i | i | i | i | i | i | i | i
C#CCSc1nnnn1-c1ccc(Br)c(C)c1 | i | i | i | i | i | i | i | i | i | i | i
Cc1c(C(=O)C(=O)NCc2cccs2)c2ccccc2n1C | i | i | i | i | i | i | i | i | i | i | i
O=c1c2cc(Br)ccc2[nH]c(=S)n1Cc1ccccc1 | i | i | i | i | i | i | i | i | i | i | i
O=C1c2nccnc2C(=O)N1c1ccc(F)cc1 | i | i | i | i | i | i | i | i | i | i | i
O=C(COC(=O)c1ccccn1)NCc1cccs1 | i | i | i | i | i | i | i | i | i | i | i
CCc1c(C)n2nc(C)cc2[nH]c1=O | i | i | i | i | i | i | i | i | i | i | i
O=C(NCC1CCCO1)c1ccc(CNS(=O)(=O)c2ccc(F)c(Cl)c2)cc1 (configuration not stated) | i | i | i | i | i | i | i | i | i | i | i
CCOC(=O)N1CCN(C(=S)Nc2ccc(C)c(C)c2)CC1 | i | i | i | i | i | i | i | i | i | i | i
Cn1ncc(Cl)c1C(=O)N/N=C/c1ccccn1 | i | i | i | i | i | i | -9.3* | i | i | i | i
CCOc1ccc2nc(NS(=O)(=O)Cc3ccccc3)sc2c1 | i | i | i | i | i | i | i | i | i | i | i
CCOC(=O)Nc1ccc(C(N)=O)cc1 | i | i | i | i | i | i | i | i | i | i | i
Cc1cc(=O)n(CNC(=O)c2ccccc2)c(=S)[nH]1 | i | i | i | i | i | i | i | i | i | i | i
CC(C)(C)OC(=O)N1CCC(C(N)=O)CC1 | i | i | i | i | i | i | i | i | i | i | i
CS(=O)(=O)N(CC(=O)NCc1ccco1)c1ccc2c(c1)OCO2 | i | i | i | i | i | i | i | i | i | i | i
O=C(/C=C/Nc1ccccc1F)c1cccs1 | i | i | i | i | i | i | i | i | i | i | i
CC1CCN(CCCCOc2cccc(C(C)C)c2)CC1 | i | i | i | i | i | i | i | i | i | i | i
CCOc1ccc2c(c1)n([O-])c1c([n+]2=O)CCCC1 | i | i | i | i | . | i | . | i | i | . | .
Cc1cccc(N(C(=O)c2snc(C(N)=O)c2N)C(C(=O)NC2CCCC2)c2ccco2)c1 (configuration not stated) | i | i | i | i | . | i | . | i | i | . | .
CC(C)(CC(=O)O)CC(=O)Nc1ccc(Cl)c(Cl)c1 | i | i | i | i | i | i | i | i | i | i | i
CCOC(=O)N1CCN(C(=O)COc2ccc(Cl)cc2)CC1 | i | i | i | i | i | i | i | i | i | i | i
COc1ccc(OC)c(C2C(C(=O)c3cccs3)=C(O)C(=O)N2c2cc(C)on2)c1 (configuration not stated) | i | i | i | i | i | i | i | i | i | i | i
Cc1ccccc1N=C1NC(=O)/C(=C/c2cccnc2)S1 | i | i | i | i | i | i | i | i | i | i | i
CCNC(=S)N(Cc1cc2cccc(C)c2[nH]c1=O)C1CCCC1 | i | i | i | i | i | i | i | i | i | i | i
Cc1ccc2nc(N3CCOCC3)c3nncn3c2c1 | i | i | i | i | i | i | i | i | i | i | i
CCSc1nnc([C@@H]2CCCN2C(=O)OC(C)(C)C)o1 | i | i | i | i | i | i | i | i | i | i | i
